Assay outcomes (PubChem BioAssay)
NOD2 inhibition: inhibition of NOD2-driven NF-kB reporter – cell-based, luminescence, uHTS, HEK293 (AID 1566); HEK293 NOD2/NF-kB luciferase reporter, luminescence; higher % means a stronger effect; inhibition, % at 4 µM, or EC50 in µM where a hit was titrated; hit rate 0.63% among 290,000; further: many of its hits are not listed in these tables
Myeloid diff MLP: compounds promoting myeloid differentiation; ER-HoxA9 myeloid progenitors, lysozyme-GFP differentiation, flow cytometry; calls only at 10 µM; hit rate 1% among 360,000; AID 624256;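 active means normalized GFP-positive differentiation at or above the plate's own cutoff, the solvent-only control mean plus 3 SD; inconclusive means no clear call, values can overlap the other calls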;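 further: cells exposed to compound for four days before flow analysis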
KOR beta-arrestin-1: KOR agonists, beta-arrestin recruitment, primary screen, cell-based, luminescence, uHTS (AID 1777); hit rate 0.02% among 280,000; activation, % at 10 µM, or EC50 in µM where a hit was titrated; KOR beta-arrestin recruitment, luminescence; higher % means a stronger effect; in the data active means activation above about 50%, passing the limit was not always enough; further: a part of the inactive calls stands beside numbers as strong as those of hits
LYP phosphatase: PTPN22 lymphoid phosphatase activity blockers – biochemical, fluorescence intensity, uHTS (AID 1779); recombinant LYP phosphatase, fluorescence intensity; higher % means a stronger effect; inhibition, % at 11.5 µM, or IC50 in µM where a hit was titrated; hit rate 0.054% among 290,000;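 further: plate controls were vehicle with enzyme for no effect and no enzyme for full effect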
KOR beta-arrestin-2: KOR antagonists, beta-arrestin recruitment, cell-based, luminescence, uHTS (AID 1778); inhibition, % at 10 µM; hits with a dose series show IC50 in µM; hit rate 0.091% among 290,000; KOR beta-arrestin recruitment, luminescence, antagonist mode; higher % means a stronger effect; further: strong numbers were not always called active
Salmonella PhoP GFP: PhoP-dependent GFP reporter repression – Salmonella Typhimurium, primary screen (AID 1863). S. Typhimurium PhoP-regulated promoter GFP reporter, 4 h; higher % means a stronger effect. hit rate 0.16% among 300,000. inhibition, % at 50 µM, or IC50 in µM where a hit was titrated;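 active means inhibition over 29.93%, a cutoff 3 SD above the screen mean, later confirmed by dose response; inconclusive means inhibition over 29.93% but no dose response follow-up; inactive means inhibition at most 29.93% or unconfirmed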;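 further: 0% = low Mg2+ inducing control and 100% = high Mg2+ repressing control; strong numbers were not always called active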
HIV peptide binding: inhibitors of HIV fusion peptide binding, primary screen, biochemical, uHTS, fluorescence dequenching (AID 1986); cell-free peptide binding, fluorescence dequenching, 30 min; higher % means a stronger effect; inhibition, % at 20 µM, or IC50 in µM where a hit was titrated; hit rate 0.3% among 290,000; in the data active means inhibition mostly above about 52%, no sharp cut-off; inactive means mostly below about 76%; further: some results filed as inactive read as strong as hits
Siah-1 displacement: blockers of Siah-1 interaction with plectin peptide – biochemical, fluorescence polarization, rhodamine-plectin, uHTS, primary screen (AID 1817); Siah-1 / rhodamine-plectin peptide fluorescence polarization; higher % means a stronger effect; one-dose displacement, % at 20 µM; IC50 in µM for titrated hits; hit rate 0.02% among 290,000;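 active means displacement of at least 50% at 20 µM, with a fluorescence ratio check between 0.3 and a set limit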;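 further: plate controls were Siah plus tracer with DMSO for no effect and tracer alone without Siah for full effect; strong numbers were not always called active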
NOD1 inhibition: inhibition of NOD1-driven NF-kB reporter – cell-based, luminescence, uHTS, primary screen (AID 1578); NOD1-driven NF-kB luciferase reporter cells, luminescence; higher % means a stronger effect; inhibition, % at 4 µM, or EC50 in µM where a hit was titrated; hit rate 1% among 290,000; in the data active means inhibition mostly above about 36%, no sharp cut-off; inactive means mostly below about 34%;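 further: HEK-293T reporter cells stimulated with the NOD1 agonist gamma-tri-DAP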
Myeloid diff MLP GFP+ MAC1+ %: recorded beside Myeloid diff MLP, whose call it bears; GFP+ MAC1+ double positive, %; measured here: differentiation confirmed by MAC1 staining
Numbers without * were called inactive; i = inactive; ? = inconclusive; . = no result given; & = joins results of further samples; [ ] = dose if it differs, or a comment. Unless noted, no stated cut-off is given here; in the data, active means inhibition above about 50%; inactive means the rest. A portion of the library; rates above refer to the full screens.

1) COC(=O)c1ccc(COc2ccc(C=O)cc2)o1
2) COc1ccc(S(=O)(=O)CCc2nnc(NC(C)=O)s2)cc1
3) CC(C)CC(=O)NC(=S)Nc1ccccc1N1CCCC1
4) Cc1[nH]nc2oc(=O)c(CCO)c(C)c12
5) COc1ccc(-c2cc(=O)oc3cc(OCc4nn[nH]n4)ccc23)cc1
6) COc1cc(C2NC(=O)NC(c3ccccc3)=C2C(C)=O)c(Cl)cc1OCC(=O)O (stereo not drawn)
7) CCOc1ccc(NC(=O)CCN2CCN(c3ccccc3F)CC2)cc1
8) CCNC(=O)C(=O)Nc1ccc([N+](=O)[O-])cc1
9) CN(C)c1ccc(CN(Cc2ccco2)C(=O)c2ccco2)cc1
10) CCOC(=O)C1CCCN(C(=O)c2cc(S(=O)(=O)Nc3ccccc3OC)ccc2C)C1 (stereo not drawn)
screen / no.,1,2,3,4,5,6,7,8,9,10
NOD2 inhibition,-13%,16%,7%,12%,18%,9%,-1%,-18%,3%,9%
Myeloid diff MLP,i,i,i,i,i,i,i,i,?,i
Myeloid diff MLP GFP+ MAC1+ %,0.2,0.2,0.4,2.8,2.0,0.1,5.9,0.3,.,0.2
KOR beta-arrestin-1,-0.1%,-2.9%,4.3%,-0.4%,-6.8%,0.6%,-0.8%,-4.9%,0.1%,-1.4%
LYP phosphatase,-7%,-3%,-5%,-5%,-2%,-4%,-9%,2%,-2%,-3%
KOR beta-arrestin-2,-13%,5%,25%,5%,17%,-33%,-12%,-3%,-13%,12%
Salmonella PhoP GFP,3%,4%,-9%,6%,-6%,5%,2%,2%,-8%,-5%
HIV peptide binding,1.8%,-1.1%,-0.6%,-1.4%,0.5%,-0.2%,0.0%,1.5%,-1.6%,-2.2%
Siah-1 displacement,0%,10%,0%,-1%,2%,0%,2%,3%,2%,8%
NOD1 inhibition,-9%,-21%,-4%,-15%,17%,-36%,9%,-16%,-19%,2%

Some entries already given with just HIV peptide binding and Salmonella PhoP GFP:
#	compound	HIV peptide binding	Salmonella PhoP GFP
7	CCOc1ccc(NC(=O)CCN2CCN(c3ccccc3F)CC2)cc1	0.0%	2%
10	CCOC(=O)C1CCCN(C(=O)c2cc(S(=O)(=O)Nc3ccccc3OC)ccc2C)C1 (stereo not drawn)	-2.2%	-5%
6	COc1cc(C2NC(=O)NC(c3ccccc3)=C2C(C)=O)c(Cl)cc1OCC(=O)O (stereo not drawn)	-0.2%	5%

Following part:
11) CCC1CN(C(=O)N2CCC(C(=O)NCc3ccc(OC)cc3OC)CC2)c2ccccc2O1 (stereo not drawn)
12) Cc1ccc(-c2nc(SC(C)C(=O)N3CCOCC3)n[nH]2)cc1 (stereo not drawn)
13) COc1ccc(NC(=O)CC2C(=O)N(C)C(=S)N2CCc2ccccc2F)cc1 (stereo not drawn)
14) COc1cccc(C(=O)N(Cc2cccs2)C2CCS(=O)(=O)C2)c1 (stereo not drawn)
15) COc1cc(C(=O)OCC(=O)NC2CCCC2)cc(OC)c1OC
16) Cc1ccc(S(=O)(=O)/N=C2\CN(C)C(=O)N2C)cc1
17) CCN1CCc2nc(NC(=O)C(c3ccccc3)c3ccccc3)sc2C1
18) O=S(=O)(NCc1ccccc1)c1cccc2cccnc12
19) CCOc1ccc(NS(=O)(=O)c2cc(C)c(C)cc2C)cc1
20) CCCCOc1ccc(NC(=O)Cn2c(=O)ccc3c(C)cc(C)nc32)cc1
screen / no.,11,12,13,14,15,16,17,18,19,20
NOD2 inhibition,-10%,1%,11%,24%,14%,16%,24%,12%,14%,7%
Myeloid diff MLP,i,i,i,i,i,i,i,i,i,i
Myeloid diff MLP GFP+ MAC1+ %,3.4,1.1,0.6,0.5,1.2,0.5,1.1,1.0,0.7,2.2
KOR beta-arrestin-1,0.6%,7.9%,-6.4%,-0.6%,-2.9%,-2.2%,-3.9%,-0.7%,.,2.5%
LYP phosphatase,-6%,-6%,-5%,-11%,-4%,-2%,-2%,-3%,-3%,10%
KOR beta-arrestin-2,-15%,7%,-56%[20 µM],-13%,3%,30%,0%,-4%,3%,14%
Salmonella PhoP GFP,-6%,-3%,4%,-5%,0%,3%,2%,-4%,4%,-8%
HIV peptide binding,3.7%,-1.6%,8.4%,1.3%,-0.8%,-0.9%,-0.8%,-1.6%,0.9%,-1.3%
Siah-1 displacement,5%,1%,4%,16%,7%,11%,1%,0%,0%,6%
NOD1 inhibition,9%,-12%,-24%,-6%,4%,-24%,0%,0%,-6%,-25%

21) CC(C)N1CCN(C2CSCCSC2)CC1CCO (stereo not drawn)
22) CCSc1nc(C2CC2)cc(-c2ccco2)c1C#N
23) Cc1ccc(C(=O)NNC(=O)CSc2nnc3c(n2)[nH]c2ccc(C)cc23)cc1
24) O=C(Nc1ccc2c(c1)OCCO2)c1cc2sccc2n1Cc1ccc(F)cc1
25) O=C(NC(=S)Nc1ccccc1Br)c1ccco1
26) O=C(Nc1ccc(N2CCOCC2)cc1)c1cccc(-n2cnnc2)c1
27) Cc1cc(C(=O)NCCc2ccc(Cl)cc2)c2ccccc2n1
28) CCn1c(SCC(=O)NC2CCCCC2)nnc1C(CO)NC(=O)c1ccccc1 (stereo not drawn)
29) CN1C(=O)Cc2cc(S(=O)(=O)N3CCN(c4cccc(C(F)(F)F)c4)CC3)ccc21
30) Cc1ccc(-c2nnn(Cc3nc4ccccc4s3)n2)cc1
screen / no.,21,22,23,24,25,26,27,28,29,30
NOD2 inhibition,7%,7%,10%,-15%,-21%,16%,4%,-7%,20%,-48%
Myeloid diff MLP,i,i,.,i,i,i,i,i,i,i
Myeloid diff MLP GFP+ MAC1+ %,0.8,0.3,.,1.2,1.3,4.1,0.4,0.4,1.7,1.3
KOR beta-arrestin-1,-2.8%,2.2%,3.3%,1.0%,-4.4%,6.5%,2.1%,1.7%,-0.2%,-1.3%
LYP phosphatase,-7%,0%,-3%,4%,-12%,-6%,-2%,-8%,-14%,-3%
KOR beta-arrestin-2,-13%,0%,-30%,-2%,-13%,-42%,-14%,9%,-20%,7%
Salmonella PhoP GFP,-11%,-1%,-5%,6%,8%,2%,4%,-3%,5%,12%
HIV peptide binding,1.9%,7.5%,-1.7%,-1.5%,1.1%,-2.5%,-0.4%,-0.9%,2.6%,-0.3%
Siah-1 displacement,1%,-6%,-2%,3%,1%,4%,4%,2%,-5%,2%
NOD1 inhibition,-1%,-14%,2%,18%,-6%,8%,-31%,-25%,3%,-63%

31) CCOc1ccc(-n2nc3c(Cl)nnc(C)c3c2C)cc1
32) CC(C)NC(=O)/C(C#N)=C\c1ccc(N(C)C)o1
33) COc1ccc(C(=O)Nc2ccc(N3CCCC3)cc2)cc1OC
34) CC1=CC(C)(C)Nc2cc(C)c(C)cc21
35) Cc1ccc(NC(=O)CSc2nnc(-c3ccco3)o2)cc1
36) CCOC(=O)C1=C(CN2CCCCC2)NC(=O)NC1c1cc(C)ccc1C (stereo not drawn)
37) CC(C)n1cnc2c(NCc3ccccc3)nc(NCc3ccccc3)nc21
38) CCOC(=O)C1CCN(C(=O)c2ccccc2NC(=O)c2ccc(Br)cc2)CC1
39) COc1cccc(C(=O)Nc2c3c(nn2-c2cccc(C)c2C)CS(=O)(=O)C3)c1OC
40) CN1CCCN(CC(O)COCc2cccs2)CC1 (stereo not drawn)
screen / no.,31,32,33,34,35,36,37,38,39,40
NOD2 inhibition,16%,-1%,-20%,18%,1%,-13%,10%,-2%,6%,18%
Myeloid diff MLP,i,i,i,i,i,i,i,i,i,.
Myeloid diff MLP GFP+ MAC1+ %,0.7,0.4,0.9,0.9,0.8,4.4,0.9,0.4,8.5,.
KOR beta-arrestin-1,-3.6%,.,8.3%,-1.6%,-7.1%,0.6%,6.9%,-3.1%,-2.2%,-5.5%
LYP phosphatase,-3%,-1%,-2%,-3%,-2%,-10%,-5%,-5%,2%,-2%
KOR beta-arrestin-2,-4%,13%[20 µM],4%,14%,23%,4%,3%,15%,12%,15%
Salmonella PhoP GFP,-8%,-7%,-3%,1%,-4%,11%,-2%,0%,-3%,-3%
HIV peptide binding,1.7%,79%*,-0.1%,-3.4%,3.0%,0.7%,1.6%,0.3%,1.1%,-1.9%
Siah-1 displacement,7%,-1%,-2%,11%,0%,-5%,10%,13%,2%,0%
NOD1 inhibition,-19%,-43%,23%,3%,-26%,-3%,-7%,-22%,-6%,-9%

41) CCOC(=O)c1c(-c2cccs2)csc1NC(=O)C(C)(C)C
42) O=C1c2ccccc2N2C(=O)c3ccccc3[C@H]2N1c1ccccc1
43) COc1ccc(C(CCN2CCN(c3ccccc3)CC2)c2c(OC)cc(OC)c3c(-c4ccccc4)cc(=O)oc23)cc1 (stereo not drawn)
44) Cc1ccc(-c2c[n+](Cc3cccc(Cl)c3)c3n2CCC3)cc1
45) O=C(O)Cn1c(O)c(C=Nc2ccccc2)sc1=S
46) CC(C)Cn1c(N)c(C(=O)COC(=O)c2cccc(F)c2)c(=O)n(C)c1=O
47) c1ccc(-c2nc(N3CCNCC3)nc3ccccc23)cc1
48) Cc1ccc(C(=O)Nc2ccc3c(c2)C(=O)N(C)C3=O)c(C)c1
49) O=C(CN1C2CCCC1CC(NC(=O)c1ccccc1)C2)Nc1ccccc1 (stereo not drawn)
50) COc1ccc(CCNC(=O)CN(Cc2ccc(Cl)cc2)S(C)(=O)=O)cc1
51) O=C(Nc1ccc(C(=O)N2CCN(c3ccccc3)CC2)cc1)C1=CSCCO1
52) CCOC(=O)C1CCN(S(=O)(=O)c2ccc(Cl)cc2)CC1
screen / no.,41,42,43,44,45,46,47,48,49,50,51,52
NOD2 inhibition,-1%,16%,-7%,23%,11%&10%,9%,1%,17%,17%,-4%,7%,-6%
Myeloid diff MLP,i,i,i,?,i,i,i,i,i,i,i,i
Myeloid diff MLP GFP+ MAC1+ %,0.5,0.9,0.2,.,1.5&1.0,0.5,0.2,4.0,4.8,0.4,1.0,0.9
KOR beta-arrestin-1,3.2%,1.9%,2.2%,1.8%,-0.4%&0.2%,-2.1%,1.9%,-5.7%,-1.9%,8.8%,-3.4%,-0.5%
LYP phosphatase,-6%,-7%,-6%,-8%,-2%&-6%,-4%,-6%,-7%,-12%,-7%,-5%,-6%
KOR beta-arrestin-2,-36%,-17%,-6%,-10%,13%&0%,-1%,9%,-53%[20 µM],0%,-80%[20 µM],-21%,-21%
Salmonella PhoP GFP,11%,1%,-9%,6%,-1%&-5%,-14%,2%,.,6%,6%,4%,-5%
HIV peptide binding,-0.5%,0.0%,-1.1%,0.2%,4.5%&-0.1%,-0.8%,-3.0%,1.1%,-1.2%,1.0%,-1.5%,2.7%
Siah-1 displacement,-3%,1%,-5%,-2%,3%&0%,-1%,-4%,3%,-6%,-3%,0%,5%
NOD1 inhibition,10%,-14%,-6%,1%,1%,-18%,6%,-15%,-38%,-5%,10%,-12%
